# RT RNaseH block: HIV-1 RT RNase H inhibitors, primary screen, biochemical, fluorescence; inhibition, % at 10 µM; 1.9% of 65,000 active; RT-RNase H RNA/DNA duplex cleavage; Gag-Pol polyprotein (Human immunodeficiency virus type 1 group M subtype B (isolate …; in the data active = inhibition above about 50%
# RmlC RmlD mix: RmlC and RmlD coupled enzyme inhibitors, primary screen, biochemical, 384-well, compound mixtures, retest; AID 1532, 2009; RmlC/RmlD coupled enzyme inhibition, 384-well mixture HTS; inhibition, % at 5.5 µM; 0.39% of 110,000 active; in the data active = inhibition above about 30%, passing the limit was not always enough; inconclusive = no clear call, values can overlap the other calls; note: strong numbers were not always called active
# Starred values were filed as active, the others as inactive; u = inconclusive; x = not tested or not shown.
# Every second line gives: RT RNaseH block, RmlC RmlD mix
- COC(=O)c1cc(COC(=O)c2ccc(OC)c(S(=O)(=O)N3CCCC3)c2)oc1C
 : -71, 7
- Clc1cc(Cl)c2nc(N3CCOCC3)sc2c1
 : -22, -11
- COCc1cc(C)nc(SCC(=O)Nc2ccc3c(c2)OCO3)c1C#N
 : -12, -27
- COc1cc2c(cc1OC)-c1cc(NC3CCCC3)nc(=O)n1CC2
 : -6, 6
- COCc1n[nH]c(=S)n1-c1cccc2ccccc12
 : 4, 2
- CC(=O)NCC(=O)N(Cc1ccco1)C1(C(=O)NC2CCCCC2)CCCCC1
 : -1, -1
- COc1ccc(CCNS(=O)(=O)c2cn(C)c(=O)n(C)c2=O)cc1OC
 : -5, -3
- CCCCC(=O)Nc1nnc(C)s1
 : -2, -13
- C/C=C(\C)C(=O)N1CC2(CC(c3cccc(NC(=O)COc4ccc(Cl)cc4)c3)=NO2)C[C@@H]1C(N)=O (stereo not given in full)
 : x, 1
- Cc1ccc(C(=O)O/N=C\c2ccc(N3CCCCC3)c([N+](=O)[O-])c2)cc1
 : x, -2
- Cc1ccccc1Nc1nc(-c2sc(NC(=O)c3ccco3)nc2C)cs1
 : x, -3
- C/C=C/c1ccc(OCCCNCC(C)O)c(OC)c1 (stereo not given)
 : -1, 0
- O=C(CSc1nc2c(c(=O)n1-c1ccc(Br)cc1)SCC2)NCc1ccco1
 : x, 8
- COc1ccc(S(=O)(=O)Nc2ccc(S(=O)(=O)Nc3nc(C)cc(C)n3)cc2)cc1OC
 : -2, 33
- Cc1ccccc1Cn1nnc(C(=O)Nc2cccc(C)c2C)c1N
 : -11, x
- Cc1noc(C)c1S(=O)(=O)N1CCC(C(=O)N2CCN(c3ccc(Cl)cc3)CC2)CC1
 : 9, x
- CCOc1ccc(-c2nnc(SCC(=O)N(CC)CC)n2N)cc1
 : -1, 59
- O=C(CCc1nc2ccccc2[nH]c1=O)OCC(=O)N1CCc2ccccc21
 : -24, -4
- CCCS(=O)(=O)N1CCCC(C(=O)NCCCN(C)Cc2ccccc2)C1 (stereo not given)
 : -27, 9
- O=C(O)CCC(NC(=O)OCc1ccccc1)C(=O)O (stereo not given)
 : -16, x
- Cc1nc(SCC(=O)Nc2ccc(C)c(F)c2)c2oc3ccccc3c2n1
 : 2, 4
- Fc1ccc(N2CCN(C(c3cccs3)c3nnnn3C3CCCC3)CC2)cc1 (stereo not given)
 : 2, -2
- Cc1cc(OCC(=O)Nc2ccncc2)ccc1Br
 : -51, 10
- CC(C)OC(=O)CSc1nnc(-c2cnccn2)n1-c1ccc(Cl)cc1
 : -9, 5
- Cc1ccnc(N2CCC(C(=O)Nc3nnc(C)s3)CC2)n1
 : 2, -13
- O=C(c1c[nH]c(C(=O)C(Cl)(Cl)Cl)c1)c1ccccc1Cl
 : x, -6
- O=C(Cn1nc(Cc2cccnc2)c2ccccc2c1=O)NCc1ccc(F)cc1
 : x, 4
- COc1ccc(-c2cc(C(F)(F)F)nc(SCCC(=O)N3CCOCC3)n2)cc1
 : -6, 68
- COc1ccc(OCc2ccc(-c3nc4ccccc4c(=O)n3N)o2)cc1
 : -25, -1
- O=C(NCc1cccnc1)/C(=N\O)c1ccccc1
 : 3, 5
- O=C(Nc1ccc(F)cc1)N1CCN(c2nc3ccccc3s2)CC1
 : -6, 14
- CC1=C(OC(=O)c2ccccc2)C(C)(C)C(c2ccc(Br)cc2)OC1=O (stereo not given)
 : x, 17
- CCOC(=O)CN1C(=O)C(C)(C)Oc2ccc(C(=O)NC(C)(C)CC)cc21
 : 2, -10
- Cc1cc(Cl)c(S(=O)(=O)NCc2ccccc2)cc1OCC(N)=O
 : x, -15
- CS(=O)(=O)N(Cc1ccccc1)c1ccccn1
 : -20, -5
- O=C(N/N=C/c1ccc(Br)s1)c1ccccc1[N+](=O)[O-]
 : x, 0
- CC(=O)Nc1ccc(S(=O)(=O)N2CCN(CC(O)COc3ccc4ccccc4c3)CC2)cc1 (stereo not given)
 : x, -2
- CC/C=C/C(=O)N1CC2(CC(c3cccc(NC(=O)c4ccccc4)c3)=NO2)C[C@@H]1C(N)=O (stereo not given in full)
 : x, -7
- CC(C)NC(=O)CSCc1c(Cl)cccc1Cl
 : x, 12
- O=C(NNc1nc2ccccc2s1)c1ccccc1F
 : x, -16
- O=C(O)C1=C[C@H](c2cccs2)C[C@H](OCCCCO)O1
 : x, 6
- Cc1cccc2cc(CN(CCCO)C(=O)Nc3cccc(Cl)c3)c(=O)[nH]c12
 : 8, 2
- O=C(CN1C(=O)c2ccccc2S1(=O)=O)N1CCc2ccccc21
 : -8, -2
- O=C(C1CC(=O)N(C2CCCC2)C1)N1CCN(c2ccccc2F)CC1 (stereo not given)
 : x, 7
- O=C(Nc1ccccc1)c1c(O)[nH]c(=O)[nH]c1=O
 : x, 8
- O=C(c1ccccc1-c1nc(-c2ccc(F)cc2)no1)N1CCCC1
 : -5, 11
- COc1ccc(CC(=O)Nc2nc3n(n2)C(c2ccccc2)CC(=O)N3)cc1OC (stereo not given)
 : 0, -3
- O=C1COc2ccc3ccccc3c2CN1
 : -15, 4
- C=CCc1cccc(CNc2nc3ccccc3n2CCC)c1O
 : 6, 12
- Cc1cc(OC(=O)c2ccccc2Br)cc(=O)n1C
 : x, 1
- CC(=O)Nc1ccc(S(=O)(=O)NC2(C(F)(F)F)C(=O)Nc3c2c(=O)[nH]c(=O)n3C)cc1 (stereo not given)
 : x, 9
- CC(=O)N(/N=C1\Sc2ccccc2C1=O)c1cccc(C)c1
 : x, 1
- CCOC(=O)C1=C(C)NC2=C(C(=O)C(C(=O)OC)C(C)C2)C1c1ccc(OC)c(O)c1 (stereo not given)
 : 11, 0
- COCCN(C(=O)CCC(=O)Nc1ccccn1)C(C(=O)NCCC(C)C)c1ccc(OC)cc1 (stereo not given)
 : 4, -13
- O=C(CSc1nc(-c2ccco2)cc(C(F)(F)F)n1)NCc1cccs1
 : 9, -6
- Cc1nn(C)c(C)c1P(=S)(c1c(C)nn(C)c1C)N(C)C
 : 17, 8
- CCOC(=O)N1CCN(c2cc(N)c([N+](=O)[O-])cc2F)CC1
 : x, 5
- CCC(C)(C)n1nnnc1CN1CCN(c2nc3cc(OC)ccc3cc2C#N)CC1
 : -14, -5
- CC1CCCCN1C(=O)NC12CC3CC(CC(C3)C1)C2 (stereo not given)
 : x, -18
- Cc1cc(C)c2cc(CN(CCO)Cc3nnnn3Cc3ccccc3)c(=O)[nH]c2c1
 : -10, 14

# Other results.
# Every second line gives: RT RNaseH block, RmlC RmlD mix
- CCCN1C(=O)SC(CC(=O)Nc2ccccc2C)C1=O (stereo not given)
 : x, 4
- CCCC(=O)Nc1cccc(NC(=O)c2ccc3c(c2)OCCO3)c1
 : -3, 2
- CCC(C)[C@H](NC(=O)NCCCN1CCOCC1)C(=O)OC (stereo not given in full)
 : -10, -2
- CCOC(=O)c1sc2ccccc2c1OC(=O)c1ccccc1
 : x, u
- Cc1cc(C(=O)CN2C(=O)c3ccccc3S2(=O)=O)c(C)n1CC1CCCO1 (stereo not given)
 : 3, -12
- CC(C)(C)c1nc2c(C#N)c(-c3ccc(Cl)cc3)ccn2n1
 : x, -1
- CS(=O)(=O)N(CC(=O)NC1CCCC1)c1ccc2c(c1)OCCO2
 : -16, 8
- CC1CCCN(Cc2nc3c(c(=O)n(C)c(=O)n3C)n2CC(=O)c2ccccc2)C1 (stereo not given)
 : -7, -8
- CCOC(=O)N1CCC(NS(=O)(=O)c2cc(Br)cc3c2N(C(=O)CC)CC3)CC1
 : -5, x
- CCOc1cc(C2C(C(=O)OC(C)C)=C(C)N=C3SCCC(=O)N32)ccc1OC(C)=O (stereo not given)
 : -3, 9
- CCC(C)c1ccc(OCC(=O)O)cc1 (stereo not given)
 : -6, 9
- COc1ccccc1C1CN(c2ccc(F)cc2F)N=C1c1cccs1 (stereo not given)
 : x, -424
- c1ccc(COc2ccc(OCCCCN3CCCCC3)cc2)cc1
 : x, -8
- COC(=O)NC(=C(Cl)Cl)S(=O)(=O)c1ccccc1
 : x, -3
- C=CCn1c(SCc2ccc(C#N)cc2)nnc1-c1cccc(Cl)c1
 : -18, -12
- CCCc1cc(C(=O)Nc2cc(C)on2)no1
 : x, -9
- CCNC(=S)Nc1ccc(N(c2ccccc2)C(C)C)cc1
 : x, 15
- CC1=Nn2c(nnc2-c2ccccn2)SC1
 : -1, -7
- C=CCn1c(=O)c2c(nc3n2CCS3)n(C)c1=O
 : -9, -10
- CC(=O)Nc1ccc(S(=O)(=O)NCc2ccc3c(c2)cc(C)n3C)cc1
 : 5, 7
- COc1cc2c(c(OC)c1OC)-c1c(cc3c(c1OC)OCO3)C[C@H](C)[C@@](C)(O)C2
 : x, 12
- COc1ccc2ccccc2c1C1CC(=O)N2CN(Cc3ccco3)CSC2=C1C#N (stereo not given)
 : 6, 3
- O=P(OC1CCCCC1)(OC1CCCCC1)C(O)c1c(Cl)cccc1Cl (stereo not given)
 : x, -7
- ON=C1CCN(c2ncc(C(F)(F)F)cc2Cl)CC1
 : x, -13
- COc1ccc(C2C(=O)N(C3CCCCCC3)CC(=O)N2Cc2ccccc2)cc1OC (stereo not given)
 : 7, 6
- Cn1cc(CNC(=O)C23CC4CC(CC(C4)C2)C3)cn1
 : x, 6
- CCC1CCCCN1C(=O)Cn1c(C(=O)OC)cc2sc(Cl)cc21 (stereo not given)
 : -2, 1
- Cn1c(NCC2CCCO2)nc2c1c(=O)n(Cc1ccccc1)c(=O)n2C (stereo not given)
 : 6, -6
- Cc1cccc(Oc2ccc(N)cc2)c1
 : x, -4
- O=C(Nc1ccccc1Cl)c1cc(S(=O)(=O)N2CCOCC2)cs1
 : x, 28

# Exported bar-delimited: part of the list above
compound | RT RNaseH block | RmlC RmlD mix
Cc1cc(C(=O)CN2C(=O)c3ccccc3S2(=O)=O)c(C)n1CC1CCCO1 (stereo not given) | 3 | -12
COc1ccc(C2C(=O)N(C3CCCCCC3)CC(=O)N2Cc2ccccc2)cc1OC (stereo not given) | 7 | 6
CCCC(=O)Nc1cccc(NC(=O)c2ccc3c(c2)OCCO3)c1 | -3 | 2
CC(=O)Nc1ccc(S(=O)(=O)NCc2ccc3c(c2)cc(C)n3C)cc1 | 5 | 7
CCC(C)[C@H](NC(=O)NCCCN1CCOCC1)C(=O)OC (stereo not given in full) | -10 | -2
CCCN1C(=O)SC(CC(=O)Nc2ccccc2C)C1=O (stereo not given) | x | 4

# Additional results follow:
# Every second line gives: RT RNaseH block, RmlC RmlD mix
- O=C(NCc1ccco1)c1ccc(Cn2c(=O)c3sccc3n(Cc3ccc(F)cc3)c2=O)cc1
 : x, -15
- COc1cccc(OC)c1C(=O)Nc1nc(N)n(-c2ccccc2)n1
 : x, 2
- O=C(O)CCC(=O)c1ccc2c(c1)OCCCO2
 : -4, 5
- O=C(Nc1cccc(NC(=O)c2ccco2)c1)c1ccc2c(c1)OCO2
 : 3, -10
- CCC(Sc1nncn1C)C(=O)Nc1ccccc1OC (stereo not given)
 : -6, -13
- Cc1cc(NC(=O)COc2ccc(Cl)cc2Cl)n(CCC#N)n1
 : -15, -2
- Cc1cc(NCc2ccco2)n2c(nc3ccccc32)c1C#N
 : 0, 22
- COc1ccccc1Nc1ncnc2ccc(C)cc12
 : x, -10
- NC(=O)c1cnn2c(C(F)(F)F)cc(-c3ccc(F)cc3)nc12
 : -14, 1
- Cc1c(NC(=O)CSc2nnc(C(C)Oc3ccc(Cl)cc3)n2-c2ccccc2)c(=O)n(-c2ccccc2)n1C (stereo not given)
 : x, -21
- CCc1nc2sc(C#N)c(N)c2c2c1CCCC2
 : x, -31
- CCOC(=O)C1Nc2c(F)cc(C)cc2C2c3ccccc3CC12 (stereo not given)
 : x, 16
- Cn1c(C(=O)N2CCCC(C(=O)O)C2)cc2sccc21 (stereo not given)
 : -7, -17
- CCn1c(COc2ccc(C)cc2)nnc1SCc1ccc(C#N)cc1
 : x, -2
- Cc1ccc(C(=O)CSc2nnc(-c3c[nH]c4ccccc34)o2)cc1
 : x, 6
- Cc1cc(C)cc(N2C(=O)NC(=O)/C(=C\c3cccn3-c3ccc(Cl)cc3)C2=O)c1
 : x, 17
- COc1ccc(-c2nc(-c3ccc(NC(=O)c4ccncc4)cc3)no2)cc1OC
 : -25, 1
- CN(C)CCOC(=O)C1(c2ccccc2)CCCC1
 : x, 5
- CCOC(=O)c1ccc(S(=O)(=O)N2CCN(CC(=O)NC(=O)NC(C)(C)C)CC2)cc1
 : x, -7
- CCOc1cc(N2CCOCC2)c(OCC)cc1NC(=O)CN1C(=O)NC2(CCc3ccccc32)C1=O (stereo not given)
 : x, -18
- CC(C(=O)Nc1ccc(Br)cc1C(=O)c1ccccc1)N1CCOCC1 (stereo not given)
 : x, 3
- CN1C(=O)C(C2c3ccccc3C(=O)N2Cc2ccc([N+](=O)[O-])cc2)C(=O)N(C)C1=O (stereo not given)
 : x, -7
- C=CCOc1c2ccc(C(=O)NCc3ccc(OC)cc3)cc2nn1C
 : x, 14
- COc1cc(S(=O)(=O)N2CCCC3(CCCCC3)C2)ccc1-n1cnnn1
 : 20, 4
- Cc1ccc(-n2c(-c3ccco3)nc3c(cnn3-c3ccccc3C)c2=O)cc1
 : x, 10
- CCOC(=O)c1c(-c2ccc(OC)cc2)oc2ccc(OC(=O)N(C)C)cc12
 : -14, -197
- C=CCN(CC=C)C(=O)c1ccncc1
 : -11, 8
- CCOc1ccc2nc(NC(=O)CSc3nnc(-c4ccncc4)n3CC3CCCO3)sc2c1 (stereo not given)
 : -6, -18

# Among those listed so far, 4 contain a nitro group on carbon:
# Every second line gives: RT RNaseH block, RmlC RmlD mix
- Cc1ccc(C(=O)O/N=C\c2ccc(N3CCCCC3)c([N+](=O)[O-])c2)cc1
 : x, -2
- O=C(N/N=C/c1ccc(Br)s1)c1ccccc1[N+](=O)[O-]
 : x, 0
- CCOC(=O)N1CCN(c2cc(N)c([N+](=O)[O-])cc2F)CC1
 : x, 5
- CN1C(=O)C(C2c3ccccc3C(=O)N2Cc2ccc([N+](=O)[O-])cc2)C(=O)N(C)C1=O (stereo not given)
 : x, -7

# An excerpt, so the mix of outcomes need not match the whole.
